LGR2 inh: inhibitors of bursicon-induced LGR2 CRE-luciferase signal, primary screen, cell-based, HEK293, CRE-luciferase reporter, bursicon stimulation; Drosophila bursicon receptor LGR2 (rickets); bursicon-stimulated, 4 h; inhibition, % at 9.99 µM; 380,000 compounds, 0.35% hits; AID 720647, 2013;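 active = drop in luminescence signal, shown as inhibition above about 50% in the replicate tests, limit read from the data, passing the limit was not always enough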;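 note: agonist challenge used bursicon conditioned medium at about half maximal strength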
Casp6 inh: human caspase-6 inhibitors, primary screen, biochemical, VEID-R110 fluorescence, single point, set 2 | purified caspase-6, Z-VEID-R110 cleavage fluorescence | 350,000 compounds, 0.53% hits | AID 686996, 2013 | P55212 | inhibition, % at 12.5 µM;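 active = mean inhibition across replicates at least about 35%, with every replicate also reaching that limit, limit read from the data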;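 note: 0% = median of neutral control wells and 100% = no fluorescence left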
Target sequence (P55212 24-179 limits assumed): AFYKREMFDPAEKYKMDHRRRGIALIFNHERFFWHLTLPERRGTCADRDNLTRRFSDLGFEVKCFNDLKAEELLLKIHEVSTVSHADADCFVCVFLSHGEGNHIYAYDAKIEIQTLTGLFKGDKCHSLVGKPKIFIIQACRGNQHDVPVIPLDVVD
Target sequence (P55212 194-293 limits assumed): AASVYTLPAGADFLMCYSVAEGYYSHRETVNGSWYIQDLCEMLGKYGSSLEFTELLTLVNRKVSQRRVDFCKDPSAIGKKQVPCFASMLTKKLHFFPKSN
EWS-Fli inh: EWS/Fli-driven NR0B1 reporter inhibitors, primary screen, A673 cells, NR0B1 luciferase, luminescence, MLPCN library; viability-normalised; inhibition, % at 12.6 µM; 350,000 compounds, 0.67% hits;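 active = mean inhibition of at least 50% after viability correction, with every replicate also passing that limit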;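 note: firefly luciferase signal divided by Alamar Blue viability fluorescence both relative to DMSO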
* marks the source's active call; other numbers are inactive results. A portion of the library; rates above refer to the full screens.

SMILES	LGR2 inh	Casp6 inh	EWS-Fli inh
CCCNC(=O)N1CCC2(CC1)CN(Cc1cccc(F)c1)[C@H](CO)c1[nH]c3cc(OC)ccc3c12	1.0	-0.4	12.1
CC1CN(Cc2ccccc2)c2nc3c(c(=O)n(C)c(=O)n3C)n2C1 (stereo not drawn)	8.8	0.9	0.4
CC(=O)N[C@H]1CC[C@@H](CCNC(=O)C2CCCCC2)O[C@@H]1CO	-9.0	6.4	-1.2
COC(=O)c1ccccc1NC(=S)NC(NC(=O)c1ccco1)C(Cl)(Cl)Cl (stereo not drawn)	0.5	4.3	3.9
COc1ccc2c3c(n(C)c2c1)[C@@H](CO)N(C(=O)CC1CC1)CC31CCN(C(=O)CC2CC2)CC1	3.6	1.9	-22.7
COc1ccc2c3c(n(C)c2c1)[C@H](CO)N(C(C)=O)CC31CCN(C(=O)C2CC2)CC1	2.1	-1.3	6.4
COc1ccc2c3c(n(C)c2c1)[C@@H](CO)N(C(C)=O)CC31CCN(C(=O)c2ccccc2)CC1	-1.5	1.9	1.4
COc1ccc2c3c([nH]c2c1)[C@H](CO)N(C(=O)C1CCOCC1)CC31CCN(C(=O)NC(C)C)CC1	2.4	2.7	-15.3
CCOC(=O)c1sc(NC(=O)c2cncc(Br)c2)nc1C	-25.5	0.2	-53.2
CCCNC(=O)N1CC2(CCN(S(=O)(=O)c3ccc(OC)cc3)CC2)c2c(n(C)c3cc(OC)ccc23)[C@H]1CO	12.7	-0.3	0.9
COc1ccc2c3c(n(C)c2c1)[C@@H](CO)N(Cc1ccc(F)cc1)CC31CN(CC2CC2)C1	27.3	0.8	2.2
CC(C)Cc1c(O)nc(SCC(=O)Nc2ccc3c(c2)CCC3)[nH]c1=O	11.7	1.2	9.4
CCOc1ccc(CN2CCN(S(=O)(=O)c3ccc(NC(C)=O)cc3)CC2)cc1OC	-9.4	-1.9	12.1
C/C=C/c1ccc([C@H]2[C@@H](CO)N[C@@H]2CN(Cc2cccnc2)C(=O)C2CC2)cc1	4.0	-3.2	0.0
CCc1c(C)sc2nc(C(C)C)nc(SCC(=O)N3CCc4ccccc4C3)c12	33.1	-2.5	-1.6
COc1ccc2c3c(n(C)c2c1)[C@@H](CO)N(S(=O)(=O)c1ccccc1)CC31CCN(C)CC1	-4.7	1.4	-7.2
CC1(C)CC(=O)CC(=NCC(=O)O)C1	-3.9	0.1	2.8
CCC(=O)N1CC2(C1)CN(C(=O)CC)[C@H](CO)c1[nH]c3cc(OC)ccc3c12	-19.3	0.2	-10.8
COc1ccc(N2CCN(C(=O)CSc3nnnn3-c3ccc4c(c3)OCCO4)CC2)cc1	-2.7	-3.3	-0.3
Cc1onc(-c2ccccc2Cl)c1C(=O)NCc1ccco1	0.4	6.4	4.8
CCCCCCc1ccc(OCC(=O)OC)cc1OCC(=O)OC	-12.5	-0.1	-0.6
O=C(Cc1ccccc1)N1CC2(C1)[C@@H](c1ccccc1)[C@@H](CO)N2C(=O)c1cccnc1	5.3	-1.4	2.7
COc1ccc2c3c([nH]c2c1)[C@@H](CO)N(C(=O)Nc1ccc(F)cc1)CC31CN(S(=O)(=O)c2cccc(F)c2)C1	-3.3	0.1	9.7
Cc1cc(C(=O)N/N=C2\CCCC(C)C2)n[nH]1 (stereo not drawn)	-0.8	-2.3	2.7
OC1OC2COC(c3ccccc3)OC2C(O)C1O (stereo not drawn)	9.7	-4.8	-1.8

Four compounds already listed, arranged by molar mass, smallest number first:
SMILES	LGR2 inh	Casp6 inh	EWS-Fli inh
CCCCCCc1ccc(OCC(=O)OC)cc1OCC(=O)OC	-12.5	-0.1	-0.6
CCOC(=O)c1sc(NC(=O)c2cncc(Br)c2)nc1C	-25.5	0.2	-53.2
CC(C)Cc1c(O)nc(SCC(=O)Nc2ccc3c(c2)CCC3)[nH]c1=O	11.7	1.2	9.4
CCOc1ccc(CN2CCN(S(=O)(=O)c3ccc(NC(C)=O)cc3)CC2)cc1OC	-9.4	-1.9	12.1

The list goes on:
SMILES	LGR2 inh	Casp6 inh	EWS-Fli inh
COc1ccc2c3c([nH]c2c1)[C@H](CO)N(C(=O)c1ccccc1)CC31CCN(Cc2cccnc2)CC1	5.6	-1.6	-7.6
CCCC(=O)C1C(=O)CC(CC(C)SCC)CC1=O (stereo not drawn)	2.8	1.8	-0.4
COc1ccc2c3c(n(C)c2c1)[C@H](CO)N(C(=O)C1CC1)CC31CCN(C)CC1	-14.2	3.0	4.5
O=C(CN1C(=O)CC(c2ccco2)Sc2ccccc21)NCc1ccc2c(c1)OCO2 (stereo not drawn)	9.8	11.4	3.6
COc1ccc2c3c(n(C)c2c1)[C@@H](CO)N(C(=O)Nc1ccc(F)cc1)CC31CCN(C(=O)c2cccnc2)CC1	-7.3	3.0	-5.7
CCC(C)(C)n1nnnc1C(c1cccs1)N1CCc2ccccc21 (stereo not drawn)	3.8	-0.5	4.3
OCc1nc2ccccc2n1CCCOc1ccccc1	-25.7	0.2	-35.9
COc1ccc2c3c(n(C)c2c1)[C@H](CO)N(C(=O)c1cnccn1)CC31CCN(C(C)=O)CC1	0.3	2.1	-8.1
COc1ccc2c3c(n(C)c2c1)[C@H](CO)N(C(=O)Nc1ccc(F)cc1)CC31CCN(C(=O)c2cccnc2)CC1	-5.3	4.3	-9.5
COC(=O)c1ccccc1NC(=O)CC(NCc1ccccc1)C(=O)O (stereo not drawn)	4.5	-1.3	-18.4
O=C(c1ccc(Cl)cc1)c1ccccc1C(=O)N1CCOCC1	-6.1	1.0	-5.1
COc1ccc2c3c(n(C)c2c1)[C@H](CO)N(C(=O)c1ccccc1)CC31CN(C(=O)c2ccccc2)C1	-7.8	4.2	-15.1
CCCC#Cc1cnc2c(c1)C(=O)N([C@@H](C)CO)C[C@@H](C)[C@@H](CN(C)Cc1ccccc1)O2	-19.4	0.1	2.9
CN(C)CC(=O)N1CC2(C1)[C@H](c1ccccc1)[C@H](CO)N2S(=O)(=O)c1ccccc1	9.5	-1.6	-9.8
COc1ccc2c3c(n(C)c2c1)[C@@H](CO)N(C(=O)C1CCOCC1)CC31CCN(Cc2cccc(F)c2)CC1	-7.3	2.3	25.7
COc1ccc(NC(=O)CSc2nc(N)c(C#N)cc2C#N)cc1	-14.5	-1.1	-13.5
Cc1cnn(C(=O)c2oc3ccccc3c2C)c1	10.1	-0.6	13.4
O=C(COc1ccccc1)N(Cc1ccco1)C1CCS(=O)(=O)C1 (stereo not drawn)	-3.9	1.9	-0.5
COc1ccc(CN2CC3(CN(C(C)=O)C3)c3c([nH]c4cc(OC)ccc34)[C@@H]2CO)cc1	-14.8	-0.4	31.0
COc1cccc(CN2CC3(CN(C(=O)Nc4c(C)noc4C)C3)c3c([nH]c4cc(OC)ccc34)[C@@H]2CO)c1	4.3	0.5	12.0
CC(C)c1cc(C(N)=O)c(NC(=O)C2CCC2)s1	-9.6	5.6	-16.6
CCCSc1nc(-c2ccccc2)cc(C(F)(F)F)c1C#N	16.8	0.7	20.4
C[C@H](CO)N1C[C@H](C)[C@H](CN(C)C)Oc2ncc(C#Cc3ccccc3F)cc2C1=O	-0.7	-56.7	-2.5
Cc1ccc(-n2c(Cc3cccs3)nnc2SCC(N)=O)cc1	12.3	-6.6	3.8
CCCNC(=O)N1CC2(CN(S(=O)(=O)c3ccccc3)C2)c2c(n(C)c3cc(OC)ccc23)[C@@H]1CO	12.3	-0.4	26.8

Profiles as entered above. Order of values: LGR2 inh, Casp6 inh, EWS-Fli inh
COc1ccc2c3c(n(C)c2c1)[C@@H](CO)N(C(=O)C1CCOCC1)CC31CCN(Cc2cccc(F)c2)CC1 is listed with -7.3, 2.3, 25.7
COc1ccc(CN2CC3(CN(C(C)=O)C3)c3c([nH]c4cc(OC)ccc34)[C@@H]2CO)cc1 is listed with -14.8, -0.4, 31.0

Structures listed so far that contain two or more sulfur atoms, in the order listed:
SMILES	LGR2 inh	Casp6 inh	EWS-Fli inh
CCc1c(C)sc2nc(C(C)C)nc(SCC(=O)N3CCc4ccccc4C3)c12	33.1	-2.5	-1.6
Cc1ccc(-n2c(Cc3cccs3)nnc2SCC(N)=O)cc1	12.3	-6.6	3.8

Going on with the list:
SMILES	LGR2 inh	Casp6 inh	EWS-Fli inh
C(=C/c1ccccc1)/c1ccccc1	-11.0	-6.2	-3.0
CCCCN(CC)S(=O)(=O)N1CCC(C(=O)NCc2ccc(F)cc2)CC1	3.9	-0.1	3.1
CCC(=O)N1[C@H](CO)[C@H](c2ccc(C3=CCCCC3)cc2)[C@@H]1CNC1CCCC1	8.4	0.4	-2.1
Cc1ccc(N2CC(C(=O)N3CCN(c4ccccc4)CC3)CC2=O)cc1 (stereo not drawn)	-0.2	-3.4	3.9
COc1ccc2c3c([nH]c2c1)[C@@H](CO)N(C(=O)Nc1cccc(F)c1)CC31CN(CC2CCOCC2)C1	-10.9	3.5	4.1
COc1ccc2c3c(n(C)c2c1)[C@@H](CO)N(C(=O)Nc1ccccc1F)CC31CCN(C(C)=O)CC1	3.0	-0.5	0.2
COc1ccc(N=C2C(=Nc3ccc(OC)cc3)N(c3ccc(N(C)C)cc3)C(=S)N2c2ccc(OC)cc2)cc1	-1.0	-3.4	26.5
COc1cccc(CSc2nnc(C(F)(F)F)n2Cc2ccc(F)cc2)c1	7.7	2.9	-7.1
COc1ccc2c3c(n(C)c2c1)[C@@H](CO)N(Cc1ccccc1OC)CC31CCN(CC2CCOCC2)CC1	3.4	4.1	0.3
CCn1c(SCCC#N)nnc1-c1ccncc1	2.0	1.4	0.9
O=S(=O)(NC1CCc2ccccc21)c1ccc(S(=O)(=O)N2CCCC2)cc1 (stereo not drawn)	4.2	-0.2	19.5
CCC(=O)N1CC2(C1)[C@@H](c1ccccc1)[C@H](CO)N2C(=O)NC(C)C	-16.4	0.1	-1.9
Cc1nc(N2[C@H](CO)[C@H](c3ccccc3)[C@H]2CNCC2CCC2)sc1C	5.3	0.2	-1.6
CCCNC(=O)N1CC2(CCN(Cc3cccc(F)c3)CC2)c2c([nH]c3cc(OC)ccc23)[C@@H]1CO	21.4	-1.4	34.3
CC1(C)C2([N+](=O)[O-])CN3CC1([N+](=O)[O-])CN(C2)C31CCCC1	5.4	-0.3	12.1
CC(C)N(C(=O)Cn1c(SCC(=O)N2CCN(c3ccccc3)CC2)nc2ccccc21)C(C)C	12.2	0.2	12.5
CCC(=O)N1CCC2(CC1)CN(C(=O)Nc1ccc(F)cc1)[C@H](CO)c1c2c2ccc(OC)cc2n1C	-9.5	0.3	-1.1
COc1ccc2c3c(n(C)c2c1)[C@@H](CO)N(C(=O)Nc1ccc(F)cc1)CC31CCN(Cc2cccc(F)c2)CC1	5.5	-0.2	40.1
COc1ccc(-c2nc(C#N)c(NCc3ccccc3Cl)o2)cc1OC	-34.2	-1.1	-3.6
O=C(c1cccc(C(F)(F)F)c1)N1CCCC1	-4.4	0.8	5.5
CCOC(=O)CSc1nc(CC)nc2ccccc12	7.8	-0.7	5.8
COc1ccc2c3c([nH]c2c1)[C@@H](CO)N(C(=O)c1cccnc1)CC31CCN(Cc2ccccc2)CC1	-6.9	0.2	16.1
COC(=O)c1ccc(S(=O)(=O)c2ccc(C(=O)OC)s2)s1	-5.4	0.7	19.6
COc1ccc(S(=O)(=O)N2CCC3(CC2)CN(C(=O)c2cccnc2)[C@@H](CO)c2c3c3ccc(OC)cc3n2C)cc1	-5.6	2.8	-4.8
COc1cccc(S(=O)(=O)N2CCC3(CC2)CN[C@H](CO)c2c3c3ccc(OC)cc3n2C)c1	10.5	11.5	6.6
Further compounds:
SMILES	LGR2 inh	Casp6 inh	EWS-Fli inh
COc1ccc2c3c([nH]c2c1)[C@@H](CO)N(C(=O)C1CCOCC1)CC31CCN(C(=O)NC(C)C)CC1	14.8	4.6	-7.3
CCOc1ccc(Cl)cc1/C=N/O	4.2	-5.9	-4.1
COc1ccc2c3c([nH]c2c1)[C@H](CO)N(C(=O)Nc1cccc(F)c1)CC31CN(CC2CCOCC2)C1	-6.6	3.0	4.7
CCOC(=O)c1cnn(-c2ncnc3sc4c(c23)CCC4)c1N	3.8	0.2	7.8
CC1CCN(C(=O)CSc2nnc(-c3cccnc3)n2C2CCCCC2)CC1	17.1	-0.8	-5.6
Cc1ccc(OCC(=O)N/N=C2\CCOc3c(C)cccc32)cc1	11.7	1.7	-0.9
COc1ccc(N(CC(=O)NC(C)(C)C)S(=O)(=O)c2ccccc2)cc1OC	8.9	1.6	4.5
CCCNC(=O)N1CC2(CCN(S(=O)(=O)c3cccc(OC)c3)CC2)c2c(n(C)c3cc(OC)ccc23)[C@@H]1CO	2.6	3.3	6.8
Cc1ccccc1Br	-13.1	0.4	-0.1
Cc1sc(NC(=S)NC(=O)c2cccs2)nc1-c1ccc(CC(C)C)cc1	-3.5	-0.2	-3.9
COc1ccc2c3c([nH]c2c1)[C@@H](CO)N(C(=O)c1ccc(F)cc1)CC31CCN(C(=O)Nc2cccc(F)c2)CC1	10.0	0.7	5.7

Reformatted: 3 of the compounds above
Values run as follows: LGR2 inh, Casp6 inh, EWS-Fli inh
> COc1ccc2c3c([nH]c2c1)[C@H](CO)N(C(=O)Nc1cccc(F)c1)CC31CN(CC2CCOCC2)C1
 : -6.6, 3.0, 4.7
> CCOc1ccc(Cl)cc1/C=N/O
 : 4.2, -5.9, -4.1
> Cc1ccccc1Br
 : -13.1, 0.4, -0.1

High-throughput results deposited in PubChem BioAssay by Broad Institute.
